# Assay outcomes as filed in PubChem.
# Tb MetRS inh = blocks T. brucei methionyl-tRNA synthetase activity; 0.4% of 360,000 active; inhibition, % at 11.9 µM; purified T. brucei MetRS, ATP depletion, Kinase-Glo luminescence;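 active = inhibition above a per-plate cutoff of the control wells' mean inhibition plus 3 SD, cut at about 5.5% in these data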;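 also: 0% = DMSO wells median and 100% = median of wells with control inhibitor compound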
#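 Material – parasite MetRS enzyme · Medium – HEPES-MgCl2-KCl buffer plus DTT, spermine, BSA, pyrophosphatase · Reagent – ATP, methionine and E. coli bulk tRNA substrates · Times – 15 min enzyme-compound preincubation, 2 h reaction, 10 min detection, 25 °C · Measured by – luminescence of leftover ATP · Evaluation – percent inhibition relative to median high and low control wells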
# CSN deneddyl inh = inhibitors of human CSN-mediated cullin deneddylation | Purified CSN, SCF-Nedd8-OG deneddylation, fluorescence polarization | inhibition, % at 12.5 µM | 0.38% of 360,000 active | AID 651999;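 active = pattern-corrected inhibition above about 35%, with an unprinted fluorescence ratio check between 0.5 and 1.5, limit read from the data, passing the limit was not always enough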;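 also: 0% = enzyme with substrate and 100% = substrate without enzyme; some results filed as inactive read as strong as hits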
# Target sequence (Q92905 whole entry, looked up, one chain of several): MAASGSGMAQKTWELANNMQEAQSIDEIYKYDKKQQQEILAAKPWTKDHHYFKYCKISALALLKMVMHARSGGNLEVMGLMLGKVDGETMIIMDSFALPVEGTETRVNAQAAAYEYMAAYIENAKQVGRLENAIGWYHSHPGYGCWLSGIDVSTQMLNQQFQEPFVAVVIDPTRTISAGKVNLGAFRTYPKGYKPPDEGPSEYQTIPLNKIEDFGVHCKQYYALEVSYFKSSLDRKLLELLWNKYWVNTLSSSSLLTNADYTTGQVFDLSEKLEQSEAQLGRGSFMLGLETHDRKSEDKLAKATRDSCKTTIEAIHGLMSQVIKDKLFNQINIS
#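 Test system: purified human Csn5 enzyme expressed in HEK293T cells. Amount: 0.24 nM enzyme. Reagent: SCFSkp2-Nedd8OG substrate at 10 nM final. Schedule: 90 min incubation of compound, enzyme and substrate at room temperature. Detection: fluorescence polarization. Read-out: % inhibition of substrate cleavage by Csn5.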
# SUMO1-SIM PPI = alters human SUMO1 binding to SIM partners; P63165; SUMO1 binding to a labelled peptide, TR-FRET, 1 h; inhibition, % at 20 µM; 0.33% of 360,000 active; AID 602429; in the data active = inhibition above about 37%
# Target sequence (P63165 whole entry, looked up): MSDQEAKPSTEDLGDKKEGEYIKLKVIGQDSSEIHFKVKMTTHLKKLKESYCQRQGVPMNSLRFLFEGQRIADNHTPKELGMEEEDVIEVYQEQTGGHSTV
# NadD inh = inhibitors of Staphylococcus aureus NadD. purified NadD enzyme, colorimetric absorbance read-out. inhibition, % at 20 µM. 0.78% of 360,000 active. AID 602399; in the data active = inhibition above about 26%; also: some compounds past the cut are filed as inactive
# MLLE-PAM2 inh = inhibitors of microRNA-mediated deadenylation, human PABP1 MLLE binding; P11940; GST-MLLE / FITC-PAM2 fluorescence polarization; inhibition, % at 20 µM; 0.36% of 360,000 active; AID 588489; in the data active = inhibition above about 35%, passing the limit was not always enough;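 also: plate controls were DMSO wells with GST-MLLE for no effect and wells lacking GST-MLLE protein for full effect; some results filed as inactive read as strong as hits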
# STEP block = blocks human striatal-enriched tyrosine phosphatase; P54829; recombinant STEP, OMFP fluorogenic substrate, fluorescence; inhibition, % at 20 µM; 0.25% of 360,000 active;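 active = inhibition at 20 µM, scaled per plate between control wells, above about 37%, limit read from the data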;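 also: 0% = DMSO with enzyme and substrate and 100% = substrate only without enzyme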
# Target sequence (P54829 whole entry, looked up): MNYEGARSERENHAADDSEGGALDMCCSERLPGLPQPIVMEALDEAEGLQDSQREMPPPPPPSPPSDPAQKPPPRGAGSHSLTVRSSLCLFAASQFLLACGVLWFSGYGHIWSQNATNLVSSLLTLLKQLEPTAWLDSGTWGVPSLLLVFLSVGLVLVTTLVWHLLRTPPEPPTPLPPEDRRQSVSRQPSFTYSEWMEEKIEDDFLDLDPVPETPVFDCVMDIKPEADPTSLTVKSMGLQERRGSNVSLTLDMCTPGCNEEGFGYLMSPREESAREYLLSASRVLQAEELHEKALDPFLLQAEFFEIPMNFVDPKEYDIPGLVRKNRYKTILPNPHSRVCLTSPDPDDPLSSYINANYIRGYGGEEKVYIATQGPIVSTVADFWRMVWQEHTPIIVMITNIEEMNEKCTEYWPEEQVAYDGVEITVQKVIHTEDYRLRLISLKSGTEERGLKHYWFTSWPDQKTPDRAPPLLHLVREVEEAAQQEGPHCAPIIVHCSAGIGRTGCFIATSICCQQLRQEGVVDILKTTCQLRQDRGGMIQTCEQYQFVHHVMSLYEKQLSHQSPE
#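 Material: STEP (striatal-enriched tyrosine phosphatase) enzyme, cell-free | Medium: 50 mM Bis-Tris pH 6.0 with 2.5 mM DTT and 0.005% Tween 20 | Read-out: Percent inhibition scaled to no-enzyme and uninhibited-enzyme controls, plate-pattern corrected | Signal: Fluorescence read at 480 nm ex / 540 nm em | Times: 20 min reaction, room temperature, in the dark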
# Scp1 inh = inhibitors of human Scp-1 phosphatase; Q9GZU7; AID 493091; Recombinant Scp1, phosphopeptide, malachite green phosphate absorbance; 0.88% of 340,000 active; inhibition, % at 20 µM;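 active = inhibition above about 50% at 20 µM, limit read from the data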;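 also: plate controls were DMSO wells with enzyme for no effect and wells lacking enzyme for full effect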
#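 System: SCP-1 catalytic domain; Reagent: Phospho 17-mer peptide substrate; Doses: one concentration, 20 µM, with 1.0% DMSO; Incubation: 45 min room-temperature reaction, 5 min colour, 30 min stabiliser; Signal: Phosphate-binding colour reagent, absorbance read at 630 nm.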
# Rpn11 block = inhibitors of human proteasome Rpn11; O00487; human 26S proteasome, Ub4-pepOG fluorescence polarization; 20S core pre-blocked with epoxomicin; calls only at 20 µM; 0.59% of 360,000 active; AID 588493;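 active = inhibition at 20 µM, scaled to each plate's controls, above about 33%, limit read from the data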
# LMPTP inh = LMPTP (human) inhibition. recombinant LMPTP-A, OMFP fluorogenic substrate, fluorescence intensity. inhibition, % at 20 µM. AID 651560. 0.22% of 360,000 active;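 active = compounds that cut the enzyme signal by at least half of the control window in the single-dose screen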;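 also: plate controls were DMSO wells with enzyme plus substrate for no effect and substrate without enzyme for full effect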
#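 Test system: LMPTP-A phosphatase enzyme. Amount: LMPTP-A at 0.625 nM final in the reaction. Reagent: OMFP substrate, 400 µM final. Times: 50 min at room temperature. Signal: endpoint fluorescence intensity from OMFP dephosphorylation. Read-out basis: % inhibition. Benchmarks: no-enzyme and uninhibited controls.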
# DNMT1 block = inhibitors of human DNMT1. P26358. AID 588458. DNMT1 molecular beacon, Hinp1I cleavage, fluorescence. 0.83% of 360,000 active. inhibition (reported as % activation of signal), % at 10 µM; in the data active = inhibition above about 50%
# Starred values were filed as active, the others as inactive; i = inactive; . = not tested or not shown.
SMILES,Tb MetRS inh,CSN deneddyl inh,SUMO1-SIM PPI,NadD inh,MLLE-PAM2 inh,STEP block,Scp1 inh,Rpn11 block,LMPTP inh,DNMT1 block
Cc1ccc(C(C(=O)NC2CCCCC2)N2CCOCC2)cc1 (stereo not drawn),0.2,1.2,0.3,0.3,-8.0,2.0,0.4,i,-0.5,-3.1
Cc1ccccc1C(=O)NCC(c1ccco1)N1CCc2ccccc21 (stereo not drawn),-0.3,4.0,1.5,-1.5,-10.7,-1.5,3.6,i,1.4,-4.5
Cc1ccc(C(O)c2ncc(-c3ccccc3)[nH]2)c(C)c1 (stereo not drawn),-0.2,0.5,0.8,-6.6,-11.5,-1.8,.,i,-1.0,-0.7
COC(=O)CNC(=O)C1Cc2ccccc2CN1S(=O)(=O)c1ccc(F)cc1 (stereo not drawn),-0.4,0.9,6.0,-3.3,18.4,-2.2,-10.4,i,0.7,2.7
CCC(CO)Nc1ncnc2c1cnn2-c1ccc(OC)cc1 (stereo not drawn),-0.2,-2.8,-3.5,-3.0,9.7,-0.7,-4.5,i,-0.1,0.2
COc1ccccc1Nc1nn2c(=O)c3ccc(C(=O)N4CCCC(C)C4)cc3nc2s1 (stereo not drawn),-0.5,5.1,14.3,-21.0,-3.6,1.1,-4.8,i,3.0,-2.3
O=C1CC(C(=O)NCCc2ccccc2)SC(=Nc2ccccc2)N1 (stereo not drawn),0.5,-2.5,-13.7,0.9,-14.1,-1.3,-6.9,i,-1.0,1.9
Cc1cccc(C(=O)N2CCN(c3ccc([N+](=O)[O-])c(NCc4ccco4)c3)CC2)c1,-1.4,-4.7,-13.4,-4.2,3.7,3.1,-13.1,i,7.4,-4.0
Cc1c(C=O)c2ccccn2c1C(=O)c1cccs1,-1.5,-18.3,-11.9,-1.5,31.8,4.2,-6.2,i,-0.4,11.4
CCOC(=O)N1CCC(N2C(=O)c3ccccc3C2Nc2cc(OC)c(OC)c(OC)c2)CC1 (stereo not drawn),-0.1,-0.3,-1.6,-1.0,16.1,2.3,-14.0,i,-0.5,-0.8
CCC(c1ccc(O)cc1)C(CC)c1ccc(O)cc1 (stereo not drawn),-0.1,-1.4,15.3,-5.2,-0.5,-6.3,-11.3,i,2.1,-10.1
CN(Cc1cccc(F)c1)C(=O)c1ccc(NS(=O)(=O)c2ccc3[nH]c(=O)[nH]c3c2)cc1,-0.5,-3.9,0.5,-1.5,7.2,-0.3,1.6,i,-0.3,2.7
Cc1nc(-c2ccc(Cl)cc2)sc1C1(C)CC(c2ccc(F)cc2)=NO1 (stereo not drawn),0.1,3.7,1.6,-3.1,13.1,-0.4,-0.2,i,1.8,-3.3
COc1ccc2cc(C(=O)C3CCCN(C(=O)c4cccnc4)C3)ccc2c1 (stereo not drawn),-0.5,-2.0,-13.5,-0.2,-0.6,-1.7,-5.5,i,-0.6,-0.7
CCCCN1CC2=C(C1=O)C(c1ccc(O)cc1)NC(=O)N2C (stereo not drawn),0.0,-1.3,2.0,-7.2,12.0,-5.2,-3.9,i,-1.2,-0.8
Cc1c(F)cccc1NS(=O)(=O)c1ccc2c(c1)c(C)cc(=O)n2C,-0.3,-1.9,0.6,-5.0,5.1,0.3,-1.3,i,-1.5,-1.8
CCOC(=O)CSCC(=O)N1CCC(Cc2ccccc2)CC1,-0.4,3.5,0.0,-8.5,24.6,-0.1,-7.4,i,-0.7,2.5
CN(C)C(CNC(=O)c1cc(S(=O)(=O)N(C)c2ccc(F)cc2)ccc1Cl)c1cccs1 (stereo not drawn),-0.2,3.2,-2.4,-4.8,-0.6,0.4,-6.1,i,-0.4,2.8
O=C(CSc1nnc(-c2ccccc2)o1)OCc1ccccc1,-0.2,-2.6,-1.9,0.8,-27.7,-4.5,0.8,i,-0.5,-0.9
O=[N+]([O-])c1ccccc1/C=N/n1c(-c2ccccc2)n[nH]c1=S,0.6,-3.6,-21.8,-1.3,-26.1,1.8,0.5,i,0.0,0.9
COc1cccc(NC(=O)CN(C)C(=O)c2cccc(S(=O)(=O)Nc3ccccc3OC)c2)c1,0.0,6.6,3.8,-3.5,13.3,-1.7,-9.0,i,0.3,4.1
COc1cc(OC)c(C(=O)OCC(=O)Nc2cccc(S(=O)(=O)NC3=NCCCCC3)c2)cc1OC,-0.2,-2.6,5.4,2.2,8.3,-1.9,-9.0,i,-0.2,3.2
CCNc1nc2c(c(=O)n(C)c(=O)n2C)n1CCCc1ccccc1,0.2,4.7,6.6,-4.7,3.7,-2.8,-2.0,i,-2.4,1.9
Cc1ccc(C(NC(=O)C2CCN(CCOc3ccccc3)CC2)c2ccccn2)cc1 (stereo not drawn),-0.3,-1.4,1.3,-8.7,5.2,-1.3,.,i,-0.2,1.3
Cc1cc(Cl)ccc1NC(=S)Nc1cccnc1,-1.5,2.4,-2.4,4.9,38.5*,-1.4,9.7,i,0.2,-0.1
COC(=O)c1ccccc1NC(=O)c1ccc(NS(C)(=O)=O)cc1,0.3,-2.0,2.7,-4.8,0.3,-2.0,-0.1,i,0.6,1.0
CC(C)CC[n+]1ccn(-c2nc3ccccc3nc2[N-]S(=O)(=O)c2ccccc2)c1,0.5,-2.5,-14.5,3.8,13.6,0.9,-5.5,i,-0.1,-4.5
COc1ccc(C2=Nn3c(nnc3-c3ccccc3)SC2)cc1OC,-0.5,-3.6,-1.6,0.7,-6.8,-2.4,-3.5,i,1.0,0.9
COc1ccc(C(=O)NC2CCCCC2)cc1OC1CCN(C(C)C)CC1,0.2,3.6,4.6,-9.6,-1.5,-1.5,-14.9,i,0.0,1.1
O=C(O)CN1C(=O)CC(Cc2ccccc2)C1=O (stereo not drawn),-0.9,3.5,1.0,-3.5,9.0,-4.7,-6.0,i,-0.6,17.2
O=C(Cc1cccs1)Nc1nnc(Cc2ccccc2)s1,-0.4,17.9,4.9,-1.9,9.3,12.0,81.6*,i,42.2,99.2*
O=C1C=C(OCCF)CC(c2cccc([N+](=O)[O-])c2)O1 (stereo not drawn),0.0,2.9,-26.5,.,.,.,.,.,-1.1,.
CCCCN1CC[C@H]2C=CC[C@@H](C(=O)N3CCOCC3)[C@H]2C1=O,-0.2,-4.8,3.1,-1.1,9.2,1.8,-5.6,i,-0.9,1.5
Cc1ccc2[nH]c(=O)c(NC(N)=S)nc2c1,0.2,4.6,-9.8,-9.4,8.3,-1.6,-6.2,i,-1.3,0.0
CCCCCc1ccc(-c2cn(CC3CCCCC3)nn2)cc1,0.4,0.9,3.6,0.2,0.3,4.1,-5.8,i,0.9,0.2
CC1(C)CC(NC(=O)c2ccncc2)CC(C)(C)N1O,-1.1,0.0,0.2,4.6,-5.9,0.7,-1.4,i,-1.7,0.4

# Just LMPTP inh (two entries from above):
mol	LMPTP inh
COC(=O)c1ccccc1NC(=O)c1ccc(NS(C)(=O)=O)cc1	0.6
CC(C)CC[n+]1ccn(-c2nc3ccccc3nc2[N-]S(=O)(=O)c2ccccc2)c1	-0.1

# Next part
SMILES,Tb MetRS inh,CSN deneddyl inh,SUMO1-SIM PPI,NadD inh,MLLE-PAM2 inh,STEP block,Scp1 inh,Rpn11 block,LMPTP inh,DNMT1 block
NS(=O)(=O)c1ccc(CCNC(=O)CSc2nc3ccsc3c(=O)n2C2CC2)cc1,0.3,-0.2,2.3,2.0,4.5,-0.6,-0.8,i,0.7,11.8
O=C(Nc1ncccc1Cl)C1COc2ccccc2O1 (stereo not drawn),-0.4,2.4,-0.6,3.0,-0.5,-3.2,-5.2,i,-0.7,0.2
Cc1c(OCC(=O)N[C@@H](Cc2ccccc2)C(=O)O)ccc2c3c(c(=O)oc12)CCC3,0.3,6.6,-0.9,2.1,1.0,0.2,6.8,i,-0.1,-5.0
CCC(C)n1c(OC)nc2c1c(=O)n(C)c(=O)n2C (stereo not drawn),0.4,1.4,-3.0,2.8,11.9,0.5,-8.0,i,-1.1,0.5
CCc1nc(SCC(=O)N2CCCCC2)c2c(=O)n(C)c(=O)n(C)c2n1,-0.6,-3.6,2.5,-3.5,-0.4,-2.3,1.1,i,-1.4,3.1
O=C(N=Nc1c(O)[nH]c2ccc([N+](=O)[O-])cc12)c1ccccc1[N+](=O)[O-],0.7,-0.7,-11.1,-4.8,6.6,2.3,6.0,i,-0.3,5.7
CN(Cc1ccccc1)C(=O)COC(=O)c1cc([N+](=O)[O-])ccc1N1CCOCC1,-0.2,2.3,-25.3,-6.2,-15.6,-1.5,-9.6,i,0.7,110.6*
COc1ccc(NC(=O)CCCOc2ccc(C(C)=O)cc2)cc1S(=O)(=O)N1CCCCC1,0.0,-1.4,-0.8,-5.6,-15.3,1.1,.,i,-1.7,0.2
COc1ccccc1N1CCN(S(=O)(=O)c2ccc3nc(-c4ccccc4)[nH]c3c2)CC1,1.1,-2.9,0.7,11.8,2.3,-0.9,-7.6,i,3.1,-8.0
Cc1cccc(NC(=O)CSc2nnc(CNC(=O)c3ccco3)n2C)c1C,-0.1,-0.4,4.3,-6.0,10.8,2.0,-0.8,i,-1.1,1.2
O=c1[nH]n(-c2ccccc2)c(=O)c(Cl)c1Cl,-1.0,1.2,0.2,-1.6,-14.5,-1.0,2.9,i,0.2,8.1
CCN(CC)S(=O)(=O)c1ccc2[nH]c(=O)c3ccccc3c2c1,-0.1,3.8,-0.3,1.9,-0.6,-1.7,-6.2,i,-0.7,32.8
Cc1cccc(CSc2nc(N)c(C#N)c(-c3cccs3)c2C#N)c1,-0.3,2.9,5.0,6.3,-5.5,1.0,-13.4,i,5.8,-9.6
